Screening data as filed in PubChem BioAssay.
PRMT1 inh – inhibitors of human PRMT1. 1.3% of 370,000 active. recombinant PRMT1, activity-based probe fluorescence polarization. inhibition, % at 2.79 µM. Q99873;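 active = inhibition above about 21% made by adding two undisclosed values, limit read from the data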
Target sequence (Q99873 whole entry, looked up): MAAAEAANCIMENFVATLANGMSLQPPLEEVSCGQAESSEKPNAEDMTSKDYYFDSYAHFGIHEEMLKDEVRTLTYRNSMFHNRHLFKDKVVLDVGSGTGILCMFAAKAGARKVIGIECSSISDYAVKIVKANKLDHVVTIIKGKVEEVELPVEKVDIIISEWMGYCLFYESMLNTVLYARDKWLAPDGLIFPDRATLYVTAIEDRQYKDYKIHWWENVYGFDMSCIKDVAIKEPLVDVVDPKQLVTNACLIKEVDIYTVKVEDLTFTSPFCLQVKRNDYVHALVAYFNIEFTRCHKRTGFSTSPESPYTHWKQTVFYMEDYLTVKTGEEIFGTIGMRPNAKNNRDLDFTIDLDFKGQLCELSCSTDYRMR
HTRA1 inhibitor – inhibitors of human serine peptidase HTRA1; 0.5% of 340,000 active; inhibition, % at 5.96 µM; recombinant HTRA1, FP-rhodamine activity-based probe, fluorescence polarization; in the data active = inhibition above about 36%;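 note: 0% = enzyme with DMSO and 100% = wells lacking enzyme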
UHRF1 MBD2 ctr – UHRF1 methyl-DNA binding inhibition; Q96T88; UHRF1 binding to methylated oligo, TR-FRET; inhibition, % at 4.4 µM; 0.75% of 370,000 active; in the data active = inhibition above about 21%;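 note: UHRF1 SRA domain binding a hemimethylated CpG hairpin DNA probe; 0% = median of test compound wells and 100% = reference inhibitor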
MBD2 inh – inhibitors of human MBD2 binding to methylated oligonucleotide | Q9UBB5 | TR-FRET | inhibition, % at 4.4 µM | 0.31% of 370,000 active; in the data active = inhibition above about 13%
Target sequence (Q9UBB5 whole entry, looked up): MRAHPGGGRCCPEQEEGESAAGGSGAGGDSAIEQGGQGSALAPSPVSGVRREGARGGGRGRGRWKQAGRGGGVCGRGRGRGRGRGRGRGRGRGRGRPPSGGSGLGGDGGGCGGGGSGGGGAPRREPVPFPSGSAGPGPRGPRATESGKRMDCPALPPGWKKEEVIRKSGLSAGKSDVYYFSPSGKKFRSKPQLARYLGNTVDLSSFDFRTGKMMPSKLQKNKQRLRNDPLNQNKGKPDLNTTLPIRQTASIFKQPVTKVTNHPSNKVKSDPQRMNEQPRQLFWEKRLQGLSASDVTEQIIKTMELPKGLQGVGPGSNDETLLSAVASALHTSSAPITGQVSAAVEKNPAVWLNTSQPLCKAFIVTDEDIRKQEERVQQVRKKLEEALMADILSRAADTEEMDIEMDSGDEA
NR1D1 modulator – modulators of human Rev-erb alpha DNA binding | P20393 | Rev-erbα–FITC-DNA binding, fluorescence polarization, 90 min | activity, % at 10 µM | 0.79% of 370,000 active;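 active = activity above about 14%, limit read from the data; passing the limit was not always enough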;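 note: 0% = DMSO wells with 35 nM protein and 100% = DMSO wells with 750 nM protein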
LEDGF integ inh – blocks HIV-1 LEDGF/p75-dependent DNA integration; TR-FRET IN-LEDGF/p75 DNA integration, Eu/Cy5; inhibition, % at 3.7 µM; 0.64% of 370,000 active; AID 743269;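 active = inhibition above the screen-wide mean plus 3 SD, cut at about 13% in these data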;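 note: signal is the Cy5 over europium emission ratio at 671 and 618 nm; 0% = plate median of compound wells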
PG9 Ab binder – binds the HIV-1 gp120 antibody PG9 | inhibition, % at 6.7 µM | 0.43% of 360,000 active | TR-FRET gp120-PG9 antibody binding | AID 624416; in the data active = inhibition above about 8.5%
rCAG RNA binder – binds r(CAG) RNA repeats; r(CAG) RNA repeat, TO-PRO-1 dye displacement fluorescence; inhibition, % at 3 µM; 1.3% of 370,000 active; AID 651821;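 active = inhibition above the plate cutoff, the mean of all test compounds on that plate plus 3 SD, cut at about 35% in these data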;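 note: 0% = DMSO alone and 100% = 100 µM mitoxantrone as full dye displacement; higher means more dye released from RNA so lower well fluorescence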
mABHD4 FP – inhibits mouse alpha/beta hydrolase domain 4; purified mABHD4, FP-Rh probe fluorescence polarization; 0.54% of 370,000 active; AID 720543; inhibition, % at 8.92 µM;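 active = inhibition exceeding the mean over every tested compound plus 3 SD, cut at about 30% in these data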;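 note: 0% = plate median of compound wells and 100% = S159A mutant with DMSO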
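Test system: mABHD4 protein; Read-out basis: % inhibition; Incubation: 45 min + 60 min at 25 °C; Repeats: single replicate; Technique: fluorescence polarization with parallel and perpendicular emission, 525/598 nm; Compound: 8.92 µM, single dose; Benchmarks: full inhibition S159A mutant plus DMSO, zero as sample-well median.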
TCR CD3 inh – inhibitors of human TCR-CD3 interaction; TAMRA-labeled TCR probe fluorescence, biochemical; inhibition, % at 9.4 µM; 0.37% of 360,000 active; in the data active = inhibition above about 19%;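 note: recombinant mutant TCR 2C K166C tagged with TAMRA read by polarization; 0% = receptor in buffer alone and 100% = receptor with positive control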
* = called active by the depositor; . = no result given. This is a subset (hit frequency here may not be typical).

Molecule,PRMT1 inh,HTRA1 inhibitor,UHRF1 MBD2 ctr,MBD2 inh,NR1D1 modulator,LEDGF integ inh,PG9 Ab binder,rCAG RNA binder,mABHD4 FP,TCR CD3 inh
CC(C)(C)c1ccc(-c2cn(C[C@H](Cc3ccccc3)n3c(=O)c4ccccc4n3Cc3ccno3)nn2)cc1,5,.,1,9,2,-1,.,11,-3,.
COCCn1c(SCC(=O)N2CCCC2=O)nc2sc(C)c(C)c2c1=O,4,-11,-2,1,-1,0,-2.1,1,5,-10
CCOC(=O)N1CCN(C(=O)CSc2nc3c(c(=O)n2-c2ccccc2OC)SCC3)CC1,1,-1,-1,-2,1,-1,-0.3,-5,9,-4
CCS(=O)(=O)C1=NSC2=NC(=O)/C(=C\c3cc(C)n(-c4cccc(OC)c4)c3C)C(=N)N21,0,-3,-1,-4,-2,1,-2.0,9,2,6
O=C(COc1ccc(Cl)cc1)N1CCN(c2ccc([N+](=O)[O-])c(N3CCCCC3)c2)CC1,0,-15,3,-1,3,2,-0.2,0,1,-2
CC(Sc1nnc(C2CC2)n1N)C(=O)NC1CCCCC1C (configuration not stated),-6,-1,2,-1,-1,4,-2.6,0,-9,-1
CCOC(=O)C1CCN(C(=O)CN(Cc2ccccc2)S(C)(=O)=O)CC1,0,4,2,-1,-5,2,-0.4,-3,1,-4
COc1ccccc1C(=O)N(Cc1nc(-c2ccc(Cl)cc2)no1)C(C)C,-5,-8,1,-3,-3,4,0.1,-6,1,0
Cc1nn(-c2ccccc2)c(C)c1/C=N/NC(=O)CSc1nc2ccccc2c(=O)n1-c1ccc(Br)cc1,3,-4,1,-1,4,-2,0.5,0,-3,-2
Cc1ccc(C(=O)Nc2ccc3c(c2)OCO3)cc1NC(=O)c1ccco1,-2,0,-3,-3,-1,2,0.4,2,-3,11
O=[N+]([O-])c1ccc(-c2csc(NN=C3CCCC3)n2)cc1,-1,-2,-3,-1,4,-2,0.1,6,11,9
Cn1c(COc2ccc3ccccc3c2)nnc1SCC(N)=O,-3,-3,-3,0,-1,0,-1.7,-4,4,2
CN(C)S(=O)(=O)c1ccc2oc(SCC(N)=O)nc2c1,-1,7,0,-3,-1,-1,2.1,-1,-3,-2
O=C(N/N=C/c1cccnc1)c1cccc(Br)c1,0,1,-1,-1,-3,5,-0.1,4,2,8
COCCN(C(=O)Nc1ccccc1OC)c1nc2ccccc2s1,7,-45,1,7,1,-3,2.9,8,-25,0
CC1(C)NC(=O)N(CC(O)COc2ccccc2[N+](=O)[O-])C1=O (configuration not stated),2,.,0,2,-6,5,-3.6,2,-4,3
CCc1ccc(/C=C2\SC(=S)N(CCC(=O)Nc3cc(C)on3)C2=O)cc1,-4,-11,-4,-1,-6,0,-1.1,1,0,-8
CCN(CC)S(=O)(=O)c1ccc(NC(=O)C2CCCN(C(=O)c3ccc(Cl)cc3)C2)cc1 (configuration not stated),-2,-15,0,-2,-2,1,-2.4,-4,0,7
Cc1nc(NCc2ccccc2)c(C(N)=O)c2c1COC(C)(C)C2,0,8,0,-2,-3,2,-2.5,-4,-6,2
CC(=O)N(C1=C(N)C(=O)c2ccccc2C1=O)C(C)C,-1,5,-6,-13,3,3,3.8,-3,-4,-6
C[C@H](CO)N1C[C@H](C)[C@@H](CN(C)S(=O)(=O)c2ccccc2)Oc2c(NC(=O)Cc3ccccc3)cccc2C1=O,0,-1,2,1,-1,1,2.0,-3,-4,12
COc1ccc(-c2nn(-c3ccccc3)cc2/C=N/NC(=O)c2cccc(S(=O)(=O)Nc3ccccc3OC)c2)cc1,1,-26,-1,-8,-6,-3,-1.8,18,-3,41*
CN(c1c[nH]c(=O)[nH]c1=O)C1CCCCC1,1,.,2,1,-1,1,-0.3,-2,2,4
Cc1cc(C(=O)CSc2nc(N)cc(=O)[nH]2)c(C)n1CC1CCCO1 (configuration not stated),12,0,-1,-3,-14,7,-1.1,12,3,-4
CC(NC(=O)c1cccc(C(F)(F)F)c1)C1CCCO1 (configuration not stated),-1,-2,2,0,-1,2,-5.2,1,-4,7
O=C(COc1ccccc1)N(Cc1ccco1)C1CCS(=O)(=O)C1 (configuration not stated),2,2,4,0,-2,2,-1.1,4,0,-2
Cc1cc(=S)[nH]c2ccccc12,2,8,2,-5,-2,0,2.7,2,13,2
COc1cc([N+](=O)[O-])c(C(=O)N2CCOCC2)c([N+](=O)[O-])c1,3,0,9,8,-1,-2,2.5,-3,-2,-5
COc1ccccc1N1CCN(S(=O)(=O)CCNC(=O)Cc2ccc(F)cc2)CC1,0,6,0,3,-4,-2,-0.8,-7,6,-15
Cc1ccc(S(=O)(=O)N2[C@@H](c3ccc(Cl)cc3)C(C(=O)O)=CC[C@H]2c2ccc(C(C)C)cc2)cc1,3,-143,-2,3,1,1,-0.5,83*,-33,4

Later entries:
Molecule,PRMT1 inh,HTRA1 inhibitor,UHRF1 MBD2 ctr,MBD2 inh,NR1D1 modulator,LEDGF integ inh,PG9 Ab binder,rCAG RNA binder,mABHD4 FP,TCR CD3 inh
Cc1cc(-c2nnc(-c3cc4ccccc4oc3=O)o2)c(C)n1-c1ccccc1,3,-22,-2,0,1,-3,1.0,13,2,2
COc1ccc(C2NC(=O)N(C)C(C)=C2[N+](=O)[O-])cc1 (configuration not stated),-3,3,1,0,-1,0,-0.9,6,3,-4
O=C(CN1CCCC1)Nc1ccccc1Sc1ccccc1,1,-5,7,3,-3,-6,-1.5,-3,-4,-6
CC(C)c1c(O)nc(SCc2ccc(F)cc2)[nH]c1=O,-3,4,0,-5,-2,-1,0.4,-1,-1,9
O=S(=O)(Cc1cc(Sc2ccc(Cl)cc2)nc(-c2ccccc2)n1)c1ccccc1,-2,7,1,-6,7,5,2.3,-4,1,-5
CCC(C)NC(=O)CN(c1cc(C)cc(C)c1)S(=O)(=O)c1c(C)[nH]c(=O)[nH]c1=O (configuration not stated),-3,9,-1,-3,3,-3,0.3,4,3,11
Cc1ccc(OCCC(=O)N(Cc2ccccc2)c2c(N)n(Cc3ccccc3)c(=O)[nH]c2=O)cc1,-4,-2,-2,1,4,1,-1.4,0,-1,5
CCc1nc(=O)c(-c2ccccc2)c(C)n1-c1ccccc1,0,10,1,0,6,3,-1.8,0,-1,6
CN1CCN(c2ccc3c(c2)Oc2ccccc2CN(Cc2cn(Cc4ccccc4C(F)(F)F)nn2)S3(=O)=O)CC1,-2,.,0,0,1,-2,.,6,5,.
CCn1c(SCC(=O)c2ccc(OC)cc2)nnc1C(C)NC(=O)c1ccc(OC)cc1 (configuration not stated),2,1,1,-3,-3,3,-0.4,-5,1,3
Cc1ccc(C(=O)C2(C)C3c4cc(Br)ccc4OC(=O)C32C(=O)c2ccco2)cc1 (configuration not stated),0,-13,-2,-2,2,1,0.7,5,-16,-4
COc1ccc(/C=N\N=C2/SC(CC(=O)O)C(=O)N2c2ccc(O)cc2)cc1OC (configuration not stated),1,0,10,-2,-3,-1,1.9,7,2,-6
Nc1nc(-c2cc3ccccc3o2)cs1,2,8,0,-9,-4,-2,0.9,-2,-2,-3
CN(C)c1ccc(-c2nc3cnccn3c2Nc2ccc3c(c2)OCCO3)cc1,4,0,-1,4,0,-7,-2.6,0,3,-5
COc1cccc(C(=O)CSc2nnc(-c3ccco3)n2CC2CCCO2)c1 (configuration not stated),-2,-4,1,-6,-2,1,1.3,-4,9,8
Cc1ccc([C@H]2C[C@H](O)[C@@H](n3cc(COC(=O)c4ccccc4)nn3)CN2C(=O)c2cccs2)cc1,-3,-4,-1,-4,11,0,1.3,4,-1,-2
Cc1ccc(C)c(NS(=O)(=O)c2ccc(OCC(=O)NCC3CCCO3)cc2)c1 (configuration not stated),2,3,1,-3,0,3,-0.6,-2,-2,4
c1ccc2c(c1)SCc1nnc(-c3ccncc3)n1-2,-4,9,0,4,-5,0,-4.0,-2,0,6
Fc1ccc(-c2cc(-c3nnc4sc(Cc5cccs5)nn34)[nH]n2)cc1,0,.,-1,1,4,7,.,21,-19,.
O=C(CSc1ccc2nnc(-c3ccccn3)n2n1)Nc1ccccc1,2,3,-2,4,3,-1,0.8,-2,2,-3
CCOC(=O)N1CCC(NC(=O)C2CCCN(S(=O)(=O)c3ccc4c(c3)oc(=O)n4C)C2)CC1 (configuration not stated),-2,2,4,3,-5,3,-3.9,0,-1,-1
Cc1ccc[n+](-c2nc([O-])sc2/C=N/Nc2ccc([N+](=O)[O-])cc2)c1,2,4,-6,-11,26*,4,-4.1,0,4,-5
Cc1cc(NC(=O)NCc2ccccc2)c(=O)n(Cc2ccc(F)cc2)c1,-1,-7,-2,1,-6,-4,-0.1,-4,1,-6
CCC(C)CNC(=O)c1[nH]c(C(F)(F)F)nc1-c1ccccc1 (configuration not stated),-1,.,-1,1,-2,0,-1.5,2,-4,-5
Cc1ccc(S(=O)(=O)N2CCN(C(=O)c3cc(-c4cccs4)nn3-c3ccccc3)CC2)cc1,2,-7,1,-4,0,-7,2.1,5,1,-4
C=C(C)COc1ccc(-c2ncnc(C(F)(F)F)c2-c2ccc(OC)cc2)c(O)c1,-4,-19,1,-4,-5,-7,-1.7,0,-9,3
O=C(Nc1ccc2c(c1)OCCO2)N1CCN(c2ccccc2)CC1,0,0,2,2,1,3,0.0,-5,5,5
C=C1CCN([C@@H](CC(C)C)C(=O)Nc2nc3ccc(Cl)cc3s2)S(=O)(=O)c2ccccc21,-2,-47,-1,-3,3,-1,2.6,11,-31,4
CCN(CC)C(=O)C1CCN(CC2CC=CCC2)CC1 (configuration not stated),-2,1,1,-1,0,-3,-1.0,-2,10,-6
Cc1ccnc(SCC(=O)N2CCN(c3cccc(Cl)c3)CC2)n1,6,-2,1,1,-3,2,-1.1,-2,-1,2

Later entries.
Molecule,PRMT1 inh,HTRA1 inhibitor,UHRF1 MBD2 ctr,MBD2 inh,NR1D1 modulator,LEDGF integ inh,PG9 Ab binder,rCAG RNA binder,mABHD4 FP,TCR CD3 inh
O=C(NCc1ccco1)C1CCN(C(=O)c2ccc(Cl)cc2)CC1,4,4,-1,-4,-7,-1,2.1,1,0,-2
CC(C(=O)Nc1ccc2c(c1)OCO2)N(C)CC(=O)Nc1ccc(Cl)cc1 (configuration not stated),4,-8,4,8,4,4,1.2,0,19,2
CCCCC(c1nnnn1CCOC)N1CCN(C)CC1 (configuration not stated),0,2,7,1,0,-1,-0.7,3,-5,3
CCOc1ccc(CCNC(=O)COC(=O)COc2ccc(C#N)cc2)cc1OCC,1,9,-1,-6,-7,0,1.4,-1,2,-6
CC(=O)Oc1ccc(/C(C)=N/N2CCN(Cc3ccc(C)cc3)CC2)cc1,-1,0,-1,-3,2,-1,0.1,-7,2,5
CCC(C)Nc1nc2c(c(=O)[nH]c(=O)n2C)n1CCCc1ccccc1 (configuration not stated),-1,8,-1,-3,7,-1,-3.1,-6,10,11

Of the compounds above, these contain a COOH group:
Molecule,PRMT1 inh,HTRA1 inhibitor,UHRF1 MBD2 ctr,MBD2 inh,NR1D1 modulator,LEDGF integ inh,PG9 Ab binder,rCAG RNA binder,mABHD4 FP,TCR CD3 inh
Cc1ccc(S(=O)(=O)N2[C@@H](c3ccc(Cl)cc3)C(C(=O)O)=CC[C@H]2c2ccc(C(C)C)cc2)cc1,3,-143,-2,3,1,1,-0.5,83*,-33,4
COc1ccc(/C=N\N=C2/SC(CC(=O)O)C(=O)N2c2ccc(O)cc2)cc1OC (configuration not stated),1,0,10,-2,-3,-1,1.9,7,2,-6
